Screening data as filed in PubChem BioAssay.
ABHD4 inh: inhibits mouse alpha/beta hydrolase domain 4; Q8VD66; hit rate 0.54% among 370,000; inhibition, % at 8.92 µM; purified mABHD4, FP-Rh probe fluorescence polarization;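 active means inhibition exceeding the mean over every tested compound plus 3 SD, cut at about 30% in these data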;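 further: 0% = plate median of compound wells and 100% = S159A mutant with DMSO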
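Test system: mouse ABHD4 enzyme, wild type. Reagent: FP-Rh fluorescent activity-based probe, added after compound pre-incubation. Timing: pre-incubation 45 min, probe exposure 60 min, at 25 °C. Technique: FP readout, ex 525 nm / em 598 nm. Benchmarks: high control S159A mutant with DMSO, low control median of compound wells.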
MBD2 inh: blocks human MBD2 binding to methylated DNA | Q9UBB5 | TR-FRET, MBD2 binding to methylated oligonucleotide | inhibition, % at 4.4 µM | hit rate 0.31% among 370,000; in the data active means inhibition above about 13%
Target sequence (Q9UBB5 whole entry, looked up): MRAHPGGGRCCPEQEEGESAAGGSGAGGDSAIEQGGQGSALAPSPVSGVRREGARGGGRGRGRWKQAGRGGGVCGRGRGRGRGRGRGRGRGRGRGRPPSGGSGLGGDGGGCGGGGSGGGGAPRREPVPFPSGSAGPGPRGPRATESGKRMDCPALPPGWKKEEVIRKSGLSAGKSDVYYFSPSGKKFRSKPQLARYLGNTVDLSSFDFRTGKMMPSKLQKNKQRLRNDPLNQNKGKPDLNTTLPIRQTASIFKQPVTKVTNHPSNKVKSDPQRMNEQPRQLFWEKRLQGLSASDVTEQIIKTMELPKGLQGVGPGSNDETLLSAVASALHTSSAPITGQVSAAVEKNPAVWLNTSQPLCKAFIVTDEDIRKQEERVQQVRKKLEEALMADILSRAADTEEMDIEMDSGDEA
rCAG RNA binder: binds r(CAG) RNA repeats; r(CAG) RNA repeat, TO-PRO-1 dye displacement fluorescence; inhibition, % at 3 µM; hit rate 1.3% among 370,000; AID 651821;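 active means inhibition above the plate cutoff, the mean of all test compounds on that plate plus 3 SD, cut at about 35% in these data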;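 further: 0% = DMSO alone and 100% = 100 µM mitoxantrone as full dye displacement; higher means more dye released from RNA so lower well fluorescence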
UHRF1 binding: blocks human UHRF1 binding to methylated DNA; UHRF1 binding to methylated oligo, TR-FRET; inhibition, % at 4.4 µM; hit rate 0.75% among 370,000; AID 687016; in the data active means inhibition above about 21%;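 further: UHRF1 SRA domain binding a hemimethylated CpG hairpin DNA probe; 0% = median of test compound wells and 100% = reference inhibitor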
GC-A act: GC-A (human) enzyme activation | P16066 | HEK293 GC-A cells, cGMP TR-FRET, EC30 ANP; 0% at EC30 ANP, 100% saturating ANP | activation, % at 10 µM | hit rate 0.14% among 370,000 | AID 1671463; in the data active means activation above about 40%
NPR2 activator: GC-B (human) receptor activation; HEK293-GC-B cells, CNP EC30, cGMP TR-FRET; 0% at EC30 CNP, 100% saturating CNP; activation, % at 10 µM; hit rate 0.11% among 370,000; P20594;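 active means activation at 10 µM reaching about 35% in either raw or pattern-adjusted values, limit read from the data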
TCR-CD3 inh: blocks the human TCR-CD3 interaction. TAMRA-labeled TCR probe fluorescence, biochemical. inhibition, % at 9.4 µM. hit rate 0.37% among 360,000; in the data active means inhibition above about 19%;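 further: recombinant mutant TCR 2C K166C tagged with TAMRA read by polarization; 0% = receptor in buffer alone and 100% = receptor with positive control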
SIAE primary: human SIAE inhibition, primary screen; Q9HAT2; SIAE FP-Rh probe binding, fluorescence polarization; inhibition, % at 9.66 µM; hit rate 0.69% among 370,000; AID 1053197;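 active means inhibition above a cutoff: mean of compounds within the control limits plus 3 SD of those, cut at about 17% in these data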;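 further: 0% = plate median of compound wells and 100% = probe without SIAE protein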
Target sequence (Q9HAT2 whole entry, looked up): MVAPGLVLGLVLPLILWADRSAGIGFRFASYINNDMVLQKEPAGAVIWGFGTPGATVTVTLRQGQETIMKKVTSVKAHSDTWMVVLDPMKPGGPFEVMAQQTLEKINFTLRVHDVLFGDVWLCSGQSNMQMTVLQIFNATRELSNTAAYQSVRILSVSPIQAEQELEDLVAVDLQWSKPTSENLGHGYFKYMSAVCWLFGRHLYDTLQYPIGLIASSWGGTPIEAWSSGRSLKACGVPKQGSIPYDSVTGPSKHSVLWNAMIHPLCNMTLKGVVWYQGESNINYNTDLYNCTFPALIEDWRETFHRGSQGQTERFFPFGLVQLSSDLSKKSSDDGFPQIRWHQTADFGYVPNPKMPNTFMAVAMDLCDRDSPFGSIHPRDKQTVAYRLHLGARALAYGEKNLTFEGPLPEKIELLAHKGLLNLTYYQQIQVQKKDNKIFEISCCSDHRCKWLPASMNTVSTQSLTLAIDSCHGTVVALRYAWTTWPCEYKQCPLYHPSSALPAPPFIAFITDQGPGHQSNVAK
HTRA1 inh: blocks human HTRA1 serine peptidase. hit rate 0.5% among 340,000. Q92743. recombinant HTRA1, FP-rhodamine activity-based probe, fluorescence polarization. inhibition, % at 5.96 µM; in the data active means inhibition above about 36%;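 further: 0% = enzyme with DMSO and 100% = wells lacking enzyme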
PRMT1 FP inh: PRMT1 (human) inhibition, primary screen. recombinant PRMT1, activity-based probe fluorescence polarization. inhibition, % at 2.79 µM. hit rate 1.3% among 370,000. AID 652257;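 active means inhibition above about 21% made by adding two undisclosed values, limit read from the data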
Starred values were filed as active, the others as inactive; nt = not tested or not shown. A portion of the library. The share of hits here may be higher or lower than overall.

SMILES	ABHD4 inh	MBD2 inh	rCAG RNA binder	UHRF1 binding	GC-A act	NPR2 activator	TCR-CD3 inh	SIAE primary	HTRA1 inh	PRMT1 FP inh
COC(=O)C1=C(C(=O)OC)C(c2ccccc2O)c2sc(=O)[nH]c2S1 (stereo not given)	18	-5	2	-11	-8	-3	-1	5	0	12
CC(C)[C@@H](C)/C=C/[C@@H](C)[C@H]1CC[C@@H]2[C@]1(C)CCC1[C@]23C=C[C@]2(C[C@@H](O)CC[C@]12C)N(c1ncc(C(F)(F)F)cc1Cl)O3 (stereo not given in full)	3	-4	2	-2	11	1	3	3	nt	-3
Cc1occc1C(=O)Nc1cc(=O)n(C)c(=O)n1C	1	-2	-6	4	1	4	0	-8	2	4
CC1=C(C(=O)N2CCOCC2)CC(CC(=O)NCc2ccco2)C(=O)N1CCC1=CCCCC1 (stereo not given)	-1	5	1	16	8	1	6	-1	3	3
CC1(C(=O)NCC2CC2)CCN1C(=O)C1(c2ccc(Cl)cc2)CC1 (stereo not given)	-4	-6	0	0	-2	0	4	3	nt	1
CCCC(NS(=O)(=O)c1ccc(OC)cc1)C(=O)O (stereo not given)	3	1	3	-2	3	1	7	4	1	-2
C[C@H](CO)N1C[C@H](C)[C@@H](CN(C)S(=O)(=O)c2cccs2)Oc2ccc(NC(=O)CCC(F)(F)F)cc2C1=O	-10	2	-2	-1	0	-1	-8	-6	3	1
COc1cccc(-n2c(SCC(=O)N3c4ccccc4CC3C)nnc2-c2ccco2)c1 (stereo not given)	-10	-2	2	0	-6	-7	6	-6	-23	2
CC(NCCN(C)C)C(=O)C12CC3CC(CC(C3)C1)C2 (stereo not given)	-3	-6	-1	4	-2	-2	4	3	8	-5
CCOC(=O)c1[nH]c2ccccc2c1NC(=S)Nc1cccc(C)c1	6	1	7	-1	3	-1	0	4	-2	7
Cc1ccc(NC(=O)c2ccc(COc3ccccc3)o2)nc1	5	1	-4	-2	2	-2	1	-4	-5	-2
OCCC1CN(CCCc2ccccc2)CCN1Cc1ccc(F)cc1 (stereo not given)	-6	1	0	3	1	-2	-3	-3	-4	-3
Cc1ccc(NC(=O)CNC(=O)c2ccco2)cc1Cl	0	-6	-3	3	2	-4	2	-3	3	-1
COc1ccc(-n2cc(CN3CCC(OC)CC3)c(-c3cccc(F)c3)n2)cc1	-5	1	-6	-3	2	0	1	-5	5	-2
COCC(=O)N(C)[C@H]1C[C@H]2c3[nH]c4ccccc4c3CCN2C(=O)[C@H]1[C@H](C)O	9	-5	8	-11	6	2	7	8	-3	14
COc1ccc(NC(=O)CSc2ccc(F)cc2)cc1S(=O)(=O)N1CCCCC1	-5	4	0	8	2	1	-6	-3	-6	0
C=CCn1c(SCC(=O)Nc2ccc3c(c2)OCO3)nnc1-c1cc(Br)ccc1O	2	-1	16	0	-13	-5	-1	0	-10	2
CCOCCCNC(=O)c1ccc2c(=O)n(Cc3ccc4c(c3)OCO4)c(=S)[nH]c2c1	-14	2	0	1	-2	0	-3	-4	7	1
COC(=O)C(O)(NC(=O)c1ccncc1)C(F)(F)F (stereo not given)	5	1	-3	-4	1	3	5	12	0	-4
O=C(CC12CC3CC(C1)CC(CC(=O)NC1=NCCS1)(C3)C2)NC1=NCCS1	-8	4	0	3	-2	-1	-7	-9	20	0

Nothing new here: an excerpt of the list.
SMILES	ABHD4 inh	MBD2 inh	rCAG RNA binder	UHRF1 binding	GC-A act	NPR2 activator	TCR-CD3 inh	SIAE primary	HTRA1 inh	PRMT1 FP inh
Cc1occc1C(=O)Nc1cc(=O)n(C)c(=O)n1C	1	-2	-6	4	1	4	0	-8	2	4
CC1=C(C(=O)N2CCOCC2)CC(CC(=O)NCc2ccco2)C(=O)N1CCC1=CCCCC1 (stereo not given)	-1	5	1	16	8	1	6	-1	3	3
CC1(C(=O)NCC2CC2)CCN1C(=O)C1(c2ccc(Cl)cc2)CC1 (stereo not given)	-4	-6	0	0	-2	0	4	3	nt	1

(further entries)
SMILES	ABHD4 inh	MBD2 inh	rCAG RNA binder	UHRF1 binding	GC-A act	NPR2 activator	TCR-CD3 inh	SIAE primary	HTRA1 inh	PRMT1 FP inh
O=C(COc1ccc2c3c(c(=O)oc2c1)CCCC3)N1CCN(c2ccccc2)CC1	-3	3	6	2	-5	0	1	5	3	5
COc1cc(OC)cc(C(=O)OC/C(O)=C(\C#N)c2nc3ccccc3[nH]2)c1	-5	6	18	1	-1	-2	1	-2	-1	3
O=C(Nc1ccc(N2CCN(C(=O)c3ccc(Cl)cc3)CC2)cc1)c1cc2ccccc2o1	-1	3	6	-3	-2	5	10	-1	2	1
Cc1nc2cc3c(cc2s1)OCO3	0	-4	-3	1	4	5	9	-7	4	-1
O=C(NC(=S)N1CCCCC1CO)C12CC3CC(CC(C3)C1)C2 (stereo not given)	-6	1	0	-2	1	-1	7	5	12	0
O=C(C[C@@H]1CC[C@H](NC(=O)c2ccc3c(c2)OCO3)[C@@H](CO)O1)NCc1ccc(F)cc1	6	1	-1	0	1	3	-2	4	nt	2
CS(=O)(=O)N(CC(=O)Nc1ccccc1C(=O)N1CCOCC1)c1ccc2c(c1)OCO2	7	10	-3	18	1	1	-2	-3	-6	-2
O=C(CSCc1ccccc1)NNC(=S)Nc1cccc(Cl)c1Cl	21	-1	58*	-7	9	8	-5	-3	1	0
O=C(NC(Cc1ccccc1)C(=O)O)/C(=C/c1cccc(Br)c1)NC(=O)c1ccco1 (stereo not given)	3	4	7	-2	2	-3	4	4	-2	0
CN(CC(=O)Nc1ccccc1Cl)C(=O)COC(=O)CSc1ccc(Cl)cc1	-1	-5	2	-1	-1	2	-2	-3	3	-2
CSc1nnc(-c2ccc(NC(N)=S)cc2)o1	-4	2	2	-1	6	-7	-7	1	8	-3
O=C1c2cc([N+](=O)[O-])ccc2-c2cc(Br)c(N=C(NO)C(F)(F)F)cc21	-3	-2	32	1	-4	-6	0	-46	-21	-2
O=S(=O)(NC1CCN(S(=O)(=O)c2c(F)cccc2F)CC1)c1ccc2c(c1)OCCO2	2	4	1	1	-3	-6	-2	4	-5	-2
CCOP(=O)(OCC)C1NC(=O)N(c2ccccc2)C1=O (stereo not given)	4	8	-1	0	3	-2	1	-3	-2	4
CCc1ccc(NC(=O)c2cnn(-c3ccccc3)c2C)cc1	-9	0	-2	1	5	2	2	2	-6	0
COC(=O)C1=C(C)NC(C)=C(C(=O)OC)C1C(=O)OCc1nnc(-c2ccccc2Cl)o1	-1	1	-7	-2	-2	-2	-1	3	3	0
CC12CC(c3ccccc3O1)C(/C(N)=N/NC(=O)c1ccc(F)cc1)C(=O)N2 (stereo not given)	-1	-1	2	1	2	-2	-2	-1	0	4
Cc1ccc(C2CC(c3cccc(Br)c3)Nc3nnnn32)cc1 (stereo not given)	10	-6	2	3	2	4	-2	0	-21	-1
CCOC(=O)CSc1nnnn1-c1cccc2ccccc12	-2	9	-1	2	-2	-1	2	-4	-8	2
CC(CC(=O)Nc1cccc(F)c1)S(=O)(=O)c1ccc2c(c1)NC(=O)CO2 (stereo not given)	-3	0	-1	-4	7	-1	-1	9	0	-1
O=C(Cn1c(=O)oc2ccccc21)N1CCN(c2ccccc2)CC1	3	-2	-2	1	0	2	-5	-3	2	2
CCOC(=O)c1nn(-c2ccccc2)c2nnc(Cc3ccc(Cl)cc3)c(=O)n12	2	0	-5	3	2	-2	1	0	6	0
Nc1nc(SCC(=O)NCCc2ccccc2)[nH]c(=O)c1-c1ccccc1	2	-1	1	0	-2	-4	-2	3	nt	1
CC1Cc2cc(S(=O)(=O)CCC(=O)NC3CCCCC3)ccc2N1C(=O)C1CC1 (stereo not given)	-4	-4	-4	1	-3	2	-4	6	5	2
COc1ccc(C)cc1NC(=O)c1cc2c(CO)cnc(C)c2oc1=N	0	5	1	0	3	-7	3	1	1	3
O=C(NCc1ccco1)c1csc2c1CCCC2	-6	-8	0	-3	2	3	7	1	nt	0
CC(=O)Nc1ccc(C(=O)Nc2ccncc2)cc1	6	-2	2	-1	0	-8	6	1	2	-2
O=C(c1cc2ccccc2oc1=O)N(Cc1cccs1)Cc1cccs1	-2	0	-4	-4	-6	-7	7	0	-15	-1
CCCCCCN1CC(O)=C(c2ccccc2)C1=N	-2	-5	-2	1	-2	-1	3	7	4	-2
CCOc1ccccc1NC(=O)[C@@H](NC(=O)c1ccccc1F)C(C)C	2	0	-4	3	0	-2	1	1	-6	1
COc1nccnc1NS(=O)(=O)c1ccc(N=Cc2c(C)[nH]n(-c3ccc(C)c(C)c3)c2=O)cc1	2	0	27	-4	12	-9	0	3	7	2
Cn1nc(CC(=O)NC2CCCCC2)c2ccccc2c1=O	0	-4	-2	-5	1	3	2	4	2	3
CCn1c(SCC(=O)Nc2nc(C)cs2)nnc1-c1cccnc1	1	2	0	1	1	3	3	0	1	-1
Cc1ccc(/C(N)=N/OC(=O)c2cc(-c3ccccc3)nc3ccccc23)cc1	-4	1	-2	3	-4	5	-4	1	3	7
CCCCCCCCN1C(=O)[C@H](CC(=O)NCCCC)C[C@@]2(C(=O)OC)CC(C)(C)CC=C12	-2	0	4	0	-3	3	8	6	nt	-1
Cc1ccc(CN2C(=O)CCC2(C)c2nnnn2Cc2ccccc2)cc1 (stereo not given)	-3	0	1	-2	2	-4	-6	4	nt	2
CC(=O)c1c[nH]c(C(=O)Nc2ccc(N3CCCCCC3)cc2)c1	3	-2	2	-2	-2	-1	-3	3	25	-1
O=[N+]([O-])c1ccccc1/C=N/n1c(-c2cccnc2)n[nH]c1=S	6	-1	2	-4	-8	-8	3	17*	-1	1
COc1ccc(/C([O-])=C(/C(=S)Nc2ccc(C)c(C)c2)n2c[n+](C)c3ccccc32)cc1OC	4	4	4	26*	nt	nt	-3	1	7	7
Cc1ccc(-c2ccc(S(=O)(=O)N3CCN(C)CC3)cc2)cc1	1	1	-6	1	4	-1	-2	1	-3	-2
O=C(c1cc(-c2cccs2)nc2ccccc12)N1CCN(CCO)CC1	5	-5	1	1	5	7	-7	3	4	3
CC(CNC(=O)CCc1ccccc1)NC(=O)CCc1ccccc1 (stereo not given)	-3	-2	-3	5	0	-5	-2	1	nt	4
CC(C)c1nc2ccc(NC(=O)C34CC5CC(CC(C5)C3)C4)cc2[nH]1	0	0	-2	-1	3	-5	5	-1	-8	-1
Cc1ccc(C(=O)COc2ncnc3cc(Cl)ccc23)cc1	-1	4	0	-1	3	2	7	10	nt	-2
Cc1cc(C)c(NC(=O)CNC(=O)c2cc(C3CC3)nc3c2cnn3C(C)C)c(C)c1	4	-2	0	-1	-2	2	3	-7	-7	-3
C=C(C)c1cccc(C(C)(C)NC(=O)N2CCN(c3ccccc3)CC2)c1	1	-8	-2	-1	-1	3	10	8	2	-4
COc1ccc(OC)c(NC2=NC3(CCCCC3)N=C(N)N2)c1	-13	6	4	7	0	3	-5	0	-1	5
Cn1cccc1C(=O)NCC1CCCCC1	2	4	5	0	-3	1	-4	5	-6	0
CCOC(=O)Cn1nc(CC)c2ccccc2c1=O	1	6	-1	1	4	7	-3	2	5	3
COc1ccc(S[C@]2(C(=O)N(C)C)CC(=O)N(S(=O)(=O)c3ccc(F)cc3)[C@@H]2c2ccc(OC)cc2)cc1	-3	0	11	-1	0	-5	nt	-6	nt	26*
S=C1CC2CCCC(C2)N1 (stereo not given)	0	5	-1	-1	6	-1	0	9	4	0
